mIAP activ: mouse IAP activation. muIAP, CDP-Star luminescence, 30 min; stronger effect = higher value; 1 = vehicle-only enzyme signal, 0 = enzyme-free wells. activation factor at 10 µM. hit rate 0.24% among 330,000;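 active = activation factor of at least 2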; note: the source names both 10 and 20 µM as test concentration; values of inactives mirror those of a sister screen read the other way
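Assay system: mouse IAP enzyme; Reagent: CDP-Star chemiluminescent phosphatase substrate; Compound: DMSO-dissolved test compounds; Incubation: 30 min, room temperature; Technique: luminescence from enzymatic CDP-Star hydrolysis; Controls: DMSO-only wells and no-enzyme negative control.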
A3G deaminase: APOBEC3G (human) deaminase inhibition. recombinant A3G, ssDNA deamination FAM/TAMRA fluorescence. inhibition, % at 20 µM. hit rate 0.28% among 330,000;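 active = inhibition of at least 40% at 20 µM, with no more than 30% in the related APOBEC3A deaminase screen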;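 note: plate controls were DMSO wells with A3G for no effect and wells lacking A3G enzyme for full effect; some compounds called inactive have numbers as strong as hits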
Target sequence (Q9HC16 whole entry, looked up): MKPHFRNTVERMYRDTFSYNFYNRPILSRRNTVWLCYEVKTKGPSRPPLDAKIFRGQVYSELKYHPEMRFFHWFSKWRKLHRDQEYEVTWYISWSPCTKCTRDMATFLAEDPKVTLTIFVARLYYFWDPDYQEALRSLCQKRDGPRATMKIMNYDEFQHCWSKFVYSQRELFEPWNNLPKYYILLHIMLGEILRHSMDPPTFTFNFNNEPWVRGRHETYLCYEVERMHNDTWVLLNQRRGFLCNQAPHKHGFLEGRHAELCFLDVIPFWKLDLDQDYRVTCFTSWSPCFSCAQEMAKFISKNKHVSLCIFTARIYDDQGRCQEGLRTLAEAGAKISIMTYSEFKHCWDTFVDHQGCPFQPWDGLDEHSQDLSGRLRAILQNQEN
MPTP inh: blocks calcium-induced mitochondrial swelling; isolated mouse mitochondria, Ca2+ swelling absorbance, 30 min; inhibition, % at 10 µM; hit rate 1.4% among 360,000; AID 602449;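 active = inhibition of 50% or more, scaled per plate between neutral and stimulator controls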;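 note: 0% = DMSO wells given calcium and 100% = 1 mM EGTA wells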
APOBEC3A inh: inhibitors of human APOBEC3A DNA deaminase | P31941 | recombinant A3A, FAM/TAMRA ssDNA deamination fluorescence | inhibition, % at 20 µM | hit rate 0.41% among 330,000;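 active = at least 40% inhibition at 20 µM here, with at most 30% in a related deaminase screen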;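 note: plate controls were A3A with DMSO for no effect and wells lacking A3A enzyme for full effect; some results filed as inactive read as strong as hits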
Target sequence (P31941 whole entry, looked up): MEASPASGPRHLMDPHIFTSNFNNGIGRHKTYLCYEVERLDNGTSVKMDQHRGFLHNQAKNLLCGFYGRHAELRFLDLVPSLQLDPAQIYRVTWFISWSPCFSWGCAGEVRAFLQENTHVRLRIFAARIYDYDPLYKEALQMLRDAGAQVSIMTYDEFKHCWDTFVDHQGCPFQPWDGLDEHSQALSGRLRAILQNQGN
mIAP inh: blocks mouse intestinal alkaline phosphatase; purified mouse IAP, CDP-Star luminescence, 30 min; inhibition, % at 10 µM; hit rate 0.2% among 330,000;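 active = inhibition of at least 40% at 10 µM in the primary screen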;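 note: plate controls were DMSO with enzyme for no effect and no enzyme wells for full effect; values of inactives mirror those of a sister screen read the other way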
hIAP inh: blocks human intestinal alkaline phosphatase | P09923 | AID 2544 | inhibition, % at 10 µM | purified IAP, CDP-Star luminescence, 30 min | hit rate 0.12% among 330,000;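 active = inhibition reaching a set limit with compound at 10 µM in the primary screen, cut at about 35% in these data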;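 note: plate controls were DMSO wells with enzyme for no effect and no-enzyme buffer wells for full effect; values of inactives mirror those of a sister screen read the other way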
hIAP activ: increases human intestinal alkaline phosphatase activity; P09923; purified human IAP, CDP-Star luminescence, 30 min; stronger effect = higher value; 1 = vehicle-only enzyme, 0 = enzyme-free background; activation factor at 10 µM; hit rate 0.16% among 330,000; AID 2524;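 active = activation factor of the enzyme at least 2-fold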; note: the source names both 10 and 20 µM as test concentration; values of inactives mirror those of a sister screen read the other way
ATG4B inhibitor: inhibitors of human ATG4B cysteine protease | Q9Y4P1 | ATG4B cleavage of LC3-PLA2, NBD-HPC fluorescence, 1 h | inhibition, % at 8.33 µM | hit rate 0.51% among 340,000 | AID 504462; in the data active = inhibition above about 40%
Target sequence (Q9Y4P1 whole entry, looked up): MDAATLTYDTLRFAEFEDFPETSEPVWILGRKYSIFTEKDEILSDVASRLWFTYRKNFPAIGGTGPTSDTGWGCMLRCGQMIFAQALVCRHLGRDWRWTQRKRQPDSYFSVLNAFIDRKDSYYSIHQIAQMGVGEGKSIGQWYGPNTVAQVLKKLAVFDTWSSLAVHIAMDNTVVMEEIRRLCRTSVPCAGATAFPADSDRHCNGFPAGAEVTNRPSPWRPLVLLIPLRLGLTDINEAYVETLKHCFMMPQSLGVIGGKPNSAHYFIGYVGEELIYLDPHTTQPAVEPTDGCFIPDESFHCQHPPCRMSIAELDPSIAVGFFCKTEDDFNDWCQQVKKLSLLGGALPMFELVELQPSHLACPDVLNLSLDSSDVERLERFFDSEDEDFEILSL
beta cell repl: inducers of beta-cell replication in MIN6 cells | hit rate 0.29% among 330,000 | proliferation, % at 10 µM | MIN6 cells proliferation, ATPlite luminescence, 48 h; cells starved in 0.2% serum; 100% = growth in 10% serum;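 active = compounds whose signal lies at least 3.5 SD above the mean of all wells on their plate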;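 note: 0% = DMSO-treated cells in low-serum medium and 100% = 10% serum control; some compounds called inactive have numbers as strong as hits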
* marks the source's active call; other numbers are inactive results; nt = not tested or not shown.

SMILES	mIAP activ	A3G deaminase	MPTP inh	APOBEC3A inh	mIAP inh	hIAP inh	hIAP activ	ATG4B inhibitor	beta cell repl
Cc1nc(Oc2ccccc2)c2ccccc2n1	1.1	-2	24	0	-10	-6	1.1	11	1
CCCc1cc(C(=O)Nc2cccc(Cl)c2)no1	0.9	2	0.5	-3	10	-3	1	10	-1
O=C(CSc1ccc2ccccc2c1)NCCCN1CCCC1=O	0.98	-2	1.3	-2	2	3	0.97	-6	-3
O=C(NCCC1=CCCCC1)C1CCN(C(=O)Cc2ccccc2)CC1	1.2	-2	1.0	-6	-18	-8	1.1	-2	-3
CC(=O)Nc1nc(N)n(-c2ccccc2)n1	0.99	-7	-1.3	-6	1	7	0.93	-11	0
O=C(NCc1ccc(F)cc1)C1CCC(CNc2c(N3CCCCC3)c(=O)c2=O)CC1 (centres undefined)	1.1	-2	0.9	-2	-5	-8	1.1	-7	-3
O=C(CSc1ncnc2c1nnn2Cc1ccc(F)cc1)NC1CCCCC1	1.1	-1	1.6	-2	-14	-11	1.1	3	3
O=C(NNC1=C(C(=O)C(F)(F)F)CCC1)c1ccccc1O	0.78	-2	0.1	2	22	-22	1.2	-4	-7
COc1ccccc1-c1cc(C(=O)Nc2c(C)n(C)n(-c3ccccc3)c2=O)no1	1	-5	-1.0	-2	-5	2	0.98	-6	0
O=C(N/N=C/c1ccc(O)c2ccccc12)c1cccnc1	0.94	-9	-0.4	-4	6	8	0.93	-3	-2
Cc1ccc(C)c(-n2cc[nH]c2=S)c1	1	10	0.2	-2	-4	19	0.81	-5	0
O=Cc1cn(CC(=O)Nc2ccccc2)c2ccccc12	1.1	-5	-0.8	-3	-7	6	0.94	-1	2
COc1ccc(CNc2nc3c(c(=O)[nH]c(=O)n3C)n2Cc2ccccc2)cc1	1.1	-4	1.5	-1	-10	-10	1.1	1	3
CC(=O)c1ccc(S(=O)(=O)N(C)CC(=O)Nc2ccc(C)cc2)cc1	0.97	-9	-1.1	-2	3	-4	1	-7	-2
O=C(Cc1ccc(Cl)cc1)Nc1ccc(C(=O)N2CCOCC2)cc1	0.99	-2	-0.9	1	1	-5	1.1	-1	-1
CC(C)(C)OC(=O)N1CCN(C(=O)c2cccnc2Cl)CC1	1	-10	-2.4	-3	-3	-10	1.1	0	-1
O=C(Nc1ccc(S(=O)(=O)N2CCCCC2)cc1)C1CCCCC1	1.3	-4	0.4	-1	-35	-2	1	-7	-3
CCOC(=O)C1CCN(C(c2cc3ccc(C)cc3[nH]c2=O)c2nnnn2C2CCCCC2)CC1 (centres undefined)	0.94	-7	-0.1	-4	6	19	0.81	9	-4
CCCC1=C(C(=O)OCC)C(c2ccccc2OCC)NC(=O)N1C (centres undefined)	1.1	0	2.7	0	-9	17	0.83	2	0
O=C(Oc1ccccc1C(=O)Oc1ccccc1)c1ccco1	0.98	-6	-1.3	-4	2	-33	1.3	27	2
COc1ccccc1CNC(=O)CSc1ccc(C)cc1	1.1	-6	0.3	-2	-10	-2	1	4	0
COc1ccc(NC(=O)CSc2nnc(Cc3cccn3C)n2CCc2ccccc2)cc1OC	0.97	-3	-2.3	-4	3	0	1	20	-2
COC(=O)C1CCN(S(=O)(=O)c2ccc(OC)cc2)CC1	0.98	-1	1.2	-2	2	4	0.96	-3	-1
COc1ccc(N(C)S(=O)(=O)c2ccc3c(c2)oc(=O)n3C)cc1	0.93	-2	1.1	0	7	4	0.96	-8	-1
COc1ccc(CNC(=O)COC(=O)CC2CCCC2)cc1	0.96	-4	0.7	1	4	-14	1.1	6	-3

The results go on.
SMILES	mIAP activ	A3G deaminase	MPTP inh	APOBEC3A inh	mIAP inh	hIAP inh	hIAP activ	ATG4B inhibitor	beta cell repl
CC1CN(CCC(=O)Nc2ccc3c(c2)OCO3)CC(C)O1 (centres undefined)	1	-1	-0.8	0	0	3	0.97	14	0
C=CCOC(=O)/C(=C\c1ccc(OC)cc1)NC(=O)c1ccco1	1	-7	-0.3	1	-1	18	0.82	0	-1
CCc1nnc(NC(=O)NCN2C(=O)C3C4C=CC(C4)C3C2=O)s1 (centres undefined)	0.97	-1	-5.1	-3	2	6	0.94	0	-2
COCCOC(=O)C1=C(C)N(Cc2ccccc2)C(=O)NC1c1ccc(OC)cc1 (centres undefined)	1.1	-3	-2.2	1	-7	5	0.95	-1	0
CC1=C(C(=O)N2CCc3ccccc32)C2(CCC(C)CC2)OC1=O (centres undefined)	1.1	-3	3.7	-1	-11	-3	1	-2	-2
COc1cccc(CNC(=O)Cc2ccc(NC3=NC4CS(=O)(=O)CC4S3)cc2)c1 (centres undefined)	1	-6	-1.3	-2	-3	-4	1	-11	3
Cc1ccc2c(Cl)cc(Cl)c(OCc3c(C)noc3C)c2n1	1	-7	0.6	-3	-4	-3	1	-1	-3
O=C(CCCn1c(=O)[nH]c2cc(Cl)ccc2c1=O)NCCN1CCN(c2ccccc2)CC1	0.99	-4	2.0	-3	0	-9	1.1	-9	2
COC(=O)Nc1nc2ccc(-c3n[nH]c(=O)c4ccccc34)cc2[nH]1	0.85	-9	-1.8	-1	15	1	0.99	-8	0
COc1ccc(S(=O)(=O)N2CCOCC2)cc1NC(=O)COC(=O)C1CC2CCCC(C1)C2=O (centres undefined)	0.99	-10	-1.0	-3	1	-11	1.1	-6	1
COC(=O)C1=C(C)NC(C)=C(C(=O)OCC2CCCO2)C1c1ccc(Cl)c([N+](=O)[O-])c1 (centres undefined)	1	11	-0.6	0	-1	7	0.93	nt	-6
CC(Sc1nnc(NC2CCCCC2)s1)C(=O)N1CCOCC1 (centres undefined)	1.1	-5	-1.7	2	-5	4	0.96	4	-3
O=C(N=C1SC2CS(=O)(=O)CC2N1Cc1ccc(Cl)cc1)C1CCCO1 (centres undefined)	0.98	-3	-1.3	-1	2	18	0.82	11	2
COc1cc(CNCc2ccccn2)ccc1OCc1ccc(Cl)c(Cl)c1	1.2	-11	8.8	-1	-20	-21	1.2	-11	-6
O=C(NC1CCCC1)c1noc2c1CCCCC2	0.93	-4	0.3	-3	7	-19	1.2	-4	0
CS(=O)(=O)N1CCN(C(=O)c2c(F)cccc2F)CC1	1.1	-3	0.3	-2	-7	-5	1.1	3	2
COc1ccc(C2NC(=O)NC(O)(C(F)(F)F)C2C(=O)c2ccc(F)cc2)cc1 (centres undefined)	0.95	-5	0.6	-4	5	-3	1	-6	1
Cc1ccc2c(COC(=O)c3ccc(NC(=O)CC#N)cc3)cc(=O)oc2c1C	0.94	-2	-3.2	7	6	11	0.89	-4	-1
Cc1ccc(NC(=O)C2COc3ccccc3O2)cc1S(=O)(=O)N1CCOCC1 (centres undefined)	1	1	-1.2	18	-2	3	0.97	-4	-3
C=C(C)CN(Cc1ccccc1)C(=S)Nc1ccccc1	1	-8	-0.2	-3	-2	-11	1.1	-1	1
O=C(NCc1ccc(Cl)cc1)c1ccc(Cl)cc1[N+](=O)[O-]	0.88	-1	-0.1	0	12	12	0.88	-4	-1
CC(=O)NCC(=O)N1CCCC(C(=O)c2ccc(-c3ccccc3)c(F)c2)C1 (centres undefined)	1	-4	1.2	1	-1	-15	1.1	13	-2
Cc1cc(C)n2nc(C(=O)OCC(=O)NC3CCCCC3)nc2n1	0.94	-11	0.9	-5	6	4	0.96	1	8
CCCCN1C(=O)C(=O)N(CC(=O)Nc2ccccc2C(C)=O)C1=O	1.1	-3	0.1	0	-6	11	0.89	-3	-2
COc1ccc(CC(=O)Nc2c(C(N)=O)oc3ccccc23)cc1OC	0.97	-3	-0.2	-2	3	-12	1.1	0	2

Not a retest: an excerpt of the list.
SMILES	mIAP activ	A3G deaminase	MPTP inh	APOBEC3A inh	mIAP inh	hIAP inh	hIAP activ	ATG4B inhibitor	beta cell repl
CC1CN(CCC(=O)Nc2ccc3c(c2)OCO3)CC(C)O1 (centres undefined)	1	-1	-0.8	0	0	3	0.97	14	0
C=CCOC(=O)/C(=C\c1ccc(OC)cc1)NC(=O)c1ccco1	1	-7	-0.3	1	-1	18	0.82	0	-1
CCc1nnc(NC(=O)NCN2C(=O)C3C4C=CC(C4)C3C2=O)s1 (centres undefined)	0.97	-1	-5.1	-3	2	6	0.94	0	-2
COCCOC(=O)C1=C(C)N(Cc2ccccc2)C(=O)NC1c1ccc(OC)cc1 (centres undefined)	1.1	-3	-2.2	1	-7	5	0.95	-1	0
CC1=C(C(=O)N2CCc3ccccc32)C2(CCC(C)CC2)OC1=O (centres undefined)	1.1	-3	3.7	-1	-11	-3	1	-2	-2
COc1cccc(CNC(=O)Cc2ccc(NC3=NC4CS(=O)(=O)CC4S3)cc2)c1 (centres undefined)	1	-6	-1.3	-2	-3	-4	1	-11	3
Cc1ccc2c(Cl)cc(Cl)c(OCc3c(C)noc3C)c2n1	1	-7	0.6	-3	-4	-3	1	-1	-3
O=C(CCCn1c(=O)[nH]c2cc(Cl)ccc2c1=O)NCCN1CCN(c2ccccc2)CC1	0.99	-4	2.0	-3	0	-9	1.1	-9	2
COC(=O)Nc1nc2ccc(-c3n[nH]c(=O)c4ccccc34)cc2[nH]1	0.85	-9	-1.8	-1	15	1	0.99	-8	0
COc1ccc(S(=O)(=O)N2CCOCC2)cc1NC(=O)COC(=O)C1CC2CCCC(C1)C2=O (centres undefined)	0.99	-10	-1.0	-3	1	-11	1.1	-6	1
COC(=O)C1=C(C)NC(C)=C(C(=O)OCC2CCCO2)C1c1ccc(Cl)c([N+](=O)[O-])c1 (centres undefined)	1	11	-0.6	0	-1	7	0.93	nt	-6
CC(Sc1nnc(NC2CCCCC2)s1)C(=O)N1CCOCC1 (centres undefined)	1.1	-5	-1.7	2	-5	4	0.96	4	-3

Next structures
SMILES	mIAP activ	A3G deaminase	MPTP inh	APOBEC3A inh	mIAP inh	hIAP inh	hIAP activ	ATG4B inhibitor	beta cell repl
COc1cc(NC(=O)c2ccc(S(=O)(=O)N(C)c3ccccc3OC)cc2)cc(OC)c1	0.81	-3	0.5	-4	19	-7	1.1	-8	-3
CC(=O)Nc1ccc(NC(=O)CSc2nc3ccccc3nc2N2CCCCC2)cc1	0.95	-6	-2.8	-2	5	12	0.88	8	-1
NC(=O)NCC12CC3CC(CC(C3)C1)C2	0.9	-6	-2.3	-15	10	6	0.94	-6	-3
CC(=O)Nc1ccc(S(=O)(=O)N2CCN(c3nc(NC4CCCC4)c4ccccc4n3)CC2)cc1	1.1	-4	0.7	2	-12	-6	1.1	14	-6
Cc1ccc(-n2c(SCC(=O)N/N=C/c3ccc(C)s3)nnc2-c2ccccc2)cc1	0.91	-7	0.9	1	9	7	0.93	-12	0
Cc1ccc(NC2=NCC(=O)N2Cc2ccc3c(c2)OCO3)cc1	0.87	0	-2.1	-3	13	8	0.93	10	-1
COc1ccccc1Nc1nc2nonc2nc1N1CCC(C)CC1	0.98	1	1.1	2	2	-4	1	0	0
Cc1ccc(C(=O)Nc2nc(-c3ccccn3)cs2)o1	0.96	-4	0.2	5	4	-17	1.2	2	-5

Source: PubChem BioAssay (Sanford-Burnham Center for Chemical Genomics)

This is a random part of the collection. Share with any hit: about 3.3%.
